# Bioassay records from PubChem.
# LYPLA2 counter – LYPLA2 (human) inhibition in PME1 counter-screen; 320,000 compounds, 0.38% hits; inhibition, % at 5.9 µM; recombinant LYPLA2, FP-Rh probe fluorescence polarization; O95372;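 active = inhibition above the screen-wide mean plus 3 SD, limit set per campaign, cut at about 26% in these data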;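 also: 0% = LYPLA2 with DMSO and 100% = wells lacking LYPLA2 enzyme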
# LYPLA1 inh – blocks human lysophospholipase 1, a PME1 counter-screen; O75608; 320,000 compounds, 0.16% hits; inhibition, % at 5.9 µM; recombinant LYPLA1, FP-Rh probe fluorescence polarization;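 active = inhibition above the mean of all tested compounds plus 3 SD, set per campaign, cut at about 14% in these data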;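 also: inhibitors block serine hydrolase probe labeling of LYPLA1 so polarization falls; 0% = enzyme with DMSO and 100% = wells lacking LYPLA1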
# Target sequence (O75608 whole entry, looked up): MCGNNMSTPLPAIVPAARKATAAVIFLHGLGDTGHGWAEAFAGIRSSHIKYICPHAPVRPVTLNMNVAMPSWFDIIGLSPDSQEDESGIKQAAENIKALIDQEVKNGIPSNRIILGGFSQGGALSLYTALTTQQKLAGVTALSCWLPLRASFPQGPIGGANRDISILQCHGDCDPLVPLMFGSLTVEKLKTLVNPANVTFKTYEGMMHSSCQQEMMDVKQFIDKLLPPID
# ZTA DNA inh – blocks Epstein-Barr virus ZTA, an EBNA-1 counter-screen | AID 2234 | inhibition, % at 11 µM | ZTA-DNA binding, fluorescence polarization | 320,000 compounds, 0.15% hits | P03206; in the data active = inhibition above about 33%
# GSTO1 counter – GSTO1 inhibition, counter-screen for RBBP9 inhibitors; inhibition, % at 5.96 µM; recombinant GSTO1, activity-based probe fluorescence polarization; 300,000 compounds, 1.1% hits; P78417;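 active = inhibition above the campaign mean inhibition plus 3 SD, cut at about 35% in these data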;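 also: 0% = GSTO1-1 with DMSO and 100% = wells lacking GSTO1-1 enzyme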
# PAD4 FP inh – inhibitors of human PAD4; inhibition, % at 6.36 µM; recombinant PAD4, RCA probe fluorescence polarization; Q9UM07; 330,000 compounds, 0.41% hits;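 active = percent inhibition above a cutoff equal to the mean of all tested compounds plus 3 SD, cut at about 15% in these data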;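 also: 0% = PAD4 with RCA probe and DMSO and 100% = probe without PAD4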
# PAFAH2 FP inh – PAFAH2 (human) inhibition; Q99487; recombinant PAFAH2, FP-rhodamine activity probe, fluorescence polarization; inhibition, % at 3.39 µM; 340,000 compounds, 0.99% hits;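 active = inhibition above the mean over all tested compounds plus 3 SD, cut at about 30% in these data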;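 also: inhibitors block probe labeling of enzyme so polarization drops; 0% = enzyme with DMSO and 100% = wells lacking PAFAH2 protein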
# PREPL inh – human PREPL enzyme inhibition; Q4J6C6; recombinant PREPL, fluorescence polarization activity-based probe; inhibition, % at 5.96 µM; 320,000 compounds, 0.68% hits; AID 2751; in the data active = inhibition above about 43%;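 also: 0% = enzyme with DMSO and 100% = wells lacking enzyme; many of its hits are not listed in these tables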
# Target sequence (Q4J6C6 whole entry, looked up): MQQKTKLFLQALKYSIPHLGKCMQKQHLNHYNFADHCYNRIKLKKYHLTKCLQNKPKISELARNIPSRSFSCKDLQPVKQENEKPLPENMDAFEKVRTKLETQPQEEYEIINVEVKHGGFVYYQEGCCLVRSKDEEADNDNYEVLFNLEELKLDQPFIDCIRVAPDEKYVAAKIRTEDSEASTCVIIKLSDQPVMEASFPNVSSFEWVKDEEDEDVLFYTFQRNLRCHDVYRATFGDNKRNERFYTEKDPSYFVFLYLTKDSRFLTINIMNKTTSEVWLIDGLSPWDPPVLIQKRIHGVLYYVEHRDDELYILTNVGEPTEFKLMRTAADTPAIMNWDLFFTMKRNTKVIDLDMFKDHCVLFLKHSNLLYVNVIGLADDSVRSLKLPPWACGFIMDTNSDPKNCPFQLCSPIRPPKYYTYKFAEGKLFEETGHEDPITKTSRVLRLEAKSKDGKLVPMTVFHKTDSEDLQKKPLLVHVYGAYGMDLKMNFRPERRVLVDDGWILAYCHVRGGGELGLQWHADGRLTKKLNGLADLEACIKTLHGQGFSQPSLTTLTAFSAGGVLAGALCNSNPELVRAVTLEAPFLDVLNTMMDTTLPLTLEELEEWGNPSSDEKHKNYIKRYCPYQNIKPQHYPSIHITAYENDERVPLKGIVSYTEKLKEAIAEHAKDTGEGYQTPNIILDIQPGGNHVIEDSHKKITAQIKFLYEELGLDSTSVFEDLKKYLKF
# PAFAH1B3 FP inh – PAFAH1B3 (human) inhibition; 340,000 compounds, 0.28% hits; Q15102; recombinant PAFAH1B3, FP-rhodamine probe, fluorescence polarization; inhibition, % at 3.39 µM; AID 492972;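 active = inhibition above the screen-wide average of all tested compounds plus 3 SD, cut at about 25% in these data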;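 also: 0% = enzyme with DMSO only and 100% = wells lacking PAFAH1B3 protein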
# EBNA-1 inhibitor – blocks EBNA-1 binding to DNA; inhibition, % at 14.8 µM; EBNA-1 DNA binding, fluorescence polarization; 300,000 compounds, 0.34% hits; AID 1950; in the data active = inhibition above about 28%
# An asterisk follows results filed as active; / = not tested or not shown. Not all compounds are listed; rates above refer to the full screens.
no. | structure | LYPLA2 counter | LYPLA1 inh | ZTA DNA inh | GSTO1 counter | PAD4 FP inh | PAFAH2 FP inh | PREPL inh | PAFAH1B3 FP inh | EBNA-1 inhibitor
1 | CCOC(=O)CC(NC(=O)c1cc2cc(Br)ccc2oc1=O)c1cccc([N+](=O)[O-])c1 (configuration not stated) | 1 | -4 | -14 | 13 | 1 | 2 | 0 | 7 | -8
2 | CC1CCCCN1C(=O)c1ccc(S(=O)(=O)N2CCCCC2C)cc1 (configuration not stated) | 9 | 1 | -17 | 2 | 2 | -3 | 2 | 8 | -7
3 | O=C(NCCN1CCOCC1)/C(=C/c1ccco1)NC(=O)c1ccccc1 | 1 | 1 | -9 | 4 | 0 | 4 | 12 | -5 | 6
4 | O=C(N/C(=C\c1ccco1)C(=O)N1CCOCC1)c1ccccc1Cl | 8 | -2 | 6 | 0 | -1 | -4 | -2 | 1 | 1
5 | CC(C(=O)Nc1ccc(N(C)C)cc1)N1C(=O)c2ccccc2S1(=O)=O (configuration not stated) | 3 | -1 | -7 | 5 | 3 | 4 | 11 | 11 | 1
6 | Cc1ccc(N2CC(C(=O)OCc3ccccc3F)CC2=O)cc1 (configuration not stated) | 10 | 2 | -11 | 4 | 5 | 1 | -21 | 2 | 8
7 | CCOC(=O)c1c(-c2ccc(OC)cc2)csc1/N=C/C1=C(O)CCCC1=O | 5 | -2 | -17 | 0 | -44 | 9 | -8 | 4 | 0
8 | CC1CCN(CCc2nc3cc(NC(=O)COc4ccccc4)ccc3n2C)CC1 | -5 | -2 | 12 | 0 | 2 | 7 | 16 | 5 | 0
9 | COC(=O)c1ccc(CSc2ncnc3sc(C)c(C)c23)o1 | 5 | -1 | -6 | -3 | -6 | 11 | 11 | 2 | -5
10 | O=C(NCc1ccccc1)C1CCN(S(=O)(=O)c2cccc3cccnc23)CC1 | 2 | 1 | -9 | -1 | -6 | -5 | 7 | 6 | -3
11 | Cc1cc(C)c(N=C2C(=O)Nc3ccccc32)c(C)c1 | 0 | 1 | 10 | 1 | -1 | 4 | -7 | 8 | -2
12 | CCOc1ccc(CCNC(=O)C2(c3ccccc3)CC2)cc1OCC | 4 | 3 | -9 | 7 | 3 | 3 | 12 | 5 | -3
13 | CCOc1ccc(-c2c[n+](=O)c3c(n2[O-])CCCC3)c(OCC)c1 | 1 | 3 | 8 | 3 | 3 | -3 | 15 | -2 | 1
14 | Cc1c(Cl)cccc1NC(=O)CNC(=O)c1ccc2c(c1)OCCO2 | / | / | / | / | -2 | -2 | 2 | 11 | /
15 | CCN1CCN(C(=O)c2oc(=O)c3ccccc3c2-c2ccc(C)cc2)CC1 | -9 | 0 | 5 | -2 | -1 | 2 | -2 | 5 | -3

# The list continues.
no. | structure | LYPLA2 counter | LYPLA1 inh | ZTA DNA inh | GSTO1 counter | PAD4 FP inh | PAFAH2 FP inh | PREPL inh | PAFAH1B3 FP inh | EBNA-1 inhibitor
16 | COc1ccc(CC(=O)N2CCCC(C)C2)cc1 (configuration not stated) | 6 | 2 | 0 | 1 | -5 | -2 | 0 | -2 | 5
17 | O=C(N/N=C/c1ccc(OCC(=O)N2CCCCC2)cc1)c1ccccc1 | 2 | -2 | 1 | 5 | 0 | 3 | 8 | 8 | -4
18 | C=C(C)Cn1c(-c2ccncc2)n[nH]c1=S | -2 | 0 | 4 | 4 | -2 | -2 | 6 | 8 | 5
19 | CC(=O)Nc1cccc(N=NN2CCCCC2)c1 | 8 | 2 | 2 | 7 | -3 | 0 | 0 | 2 | 5
20 | NC(=O)c1ccccc1NCC(=O)c1ccc(F)cc1 | 5 | 2 | 1 | -2 | -6 | 0 | -6 | 5 | 2
21 | Cc1ccccc1NC(=S)NCc1ccc(Cl)cc1 | -1 | -3 | -5 | 2 | -4 | 3 | -1 | -2 | 2
22 | Cc1ccc(C(=O)/C=C/C(=O)O)cc1 | 2 | 0 | -11 | 3 | 2 | -11 | -2 | -1 | -8
23 | O=C(N/C(=C\c1ccc([N+](=O)[O-])cc1)C(=O)N1CCCCC1)c1ccccc1 | -6 | -2 | -12 | 6 | -1 | 6 | 10 | 7 | -18
24 | O=c1ccc2cc(S(=O)(=O)N3CCN(c4ccc(Cl)cc4)CC3)ccc2o1 | 1 | -7 | 8 | 0 | 0 | 2 | -75 | -5 | 10
25 | CCOC(=O)c1ccoc1CN1CCN(S(=O)(=O)c2ccc(C)c(C)c2)CC1 | / | / | / | / | 0 | 0 | 9 | 4 | /
26 | O=C(Cc1ccccc1)Nc1ccc(NC(=S)NC(=O)c2ccccc2)cc1 | 8 | 1 | 0 | 4 | 0 | -2 | 3 | 2 | 0
27 | Cc1cccc2c(N)c3c(nc12)N(C)CC3 | -1 | 2 | 18 | 9 | -1 | 0 | -9 | 9 | -2
28 | COc1ccc(-c2cc(C(=O)NCC(C)C)no2)cc1 | 2 | 2 | -29 | 4 | -2 | -3 | 6 | 7 | 5
29 | COc1cc(C(C[N+](=O)[O-])c2c(C)[nH]c3ccccc23)ccc1O (configuration not stated) | 9 | 5 | 1 | 2 | -5 | 1 | 0 | -5 | -7
30 | Cc1cc(Cl)ccc1C(=O)C1CCCN(C(=O)c2cnsn2)C1 (configuration not stated) | 4 | -6 | -9 | 6 | 1 | -1 | 5 | 5 | -4

# Looked up one by one from the list above:
no. | structure | LYPLA2 counter | LYPLA1 inh | ZTA DNA inh | GSTO1 counter | PAD4 FP inh | PAFAH2 FP inh | PREPL inh | PAFAH1B3 FP inh | EBNA-1 inhibitor
3 | O=C(NCCN1CCOCC1)/C(=C/c1ccco1)NC(=O)c1ccccc1 | 1 | 1 | -9 | 4 | 0 | 4 | 12 | -5 | 6
25 | CCOC(=O)c1ccoc1CN1CCN(S(=O)(=O)c2ccc(C)c(C)c2)CC1 | / | / | / | / | 0 | 0 | 9 | 4 | /
26 | O=C(Cc1ccccc1)Nc1ccc(NC(=S)NC(=O)c2ccccc2)cc1 | 8 | 1 | 0 | 4 | 0 | -2 | 3 | 2 | 0
24 | O=c1ccc2cc(S(=O)(=O)N3CCN(c4ccc(Cl)cc4)CC3)ccc2o1 | 1 | -7 | 8 | 0 | 0 | 2 | -75 | -5 | 10

# Later entries
no. | structure | LYPLA2 counter | LYPLA1 inh | ZTA DNA inh | GSTO1 counter | PAD4 FP inh | PAFAH2 FP inh | PREPL inh | PAFAH1B3 FP inh | EBNA-1 inhibitor
31 | O=C1C(C23CC4CC(CC(C4)C2)C3)C(=O)N(c2ccccc2)N1c1ccccc1 | 3 | -4 | -1 | -9 | -3 | 7 | 10 | -1 | 1
32 | Cc1c(-c2nc(-c3ccncc3)no2)cccc1[N+](=O)[O-] | 5 | -2 | 8 | 1 | -5 | -5 | -15 | 3 | -1
33 | COC(=O)c1cccc(NC(=O)c2cc(OC)c(OC)c(OC)c2Br)c1 | 1 | 1 | -3 | -4 | -3 | 8 | 1 | 3 | 3
34 | CCc1c(C)nc(N)n2c(SCC(=O)NC3CCCCC3)nnc12 | -10 | -3 | -22 | 9 | 2 | -7 | 16 | -1 | -14
35 | CCN(CC)S(=O)(=O)c1ccc(C(=O)Nc2ncn(Cc3ccccc3)n2)cc1 | 4 | 0 | 10 | -3 | -2 | -2 | -2 | -2 | 1
36 | COc1cc2sc(NC(=O)c3ccco3)nc2cc1Cl | 1 | 1 | -5 | 0 | 1 | -2 | 20 | 3 | 4
37 | COc1ccc(CCN(C)C(=S)NC(=O)c2ccc(F)cc2Cl)cc1OC | 1 | 1 | 2 | 11 | -1 | 6 | 4 | 2 | 0
38 | CSc1nc(S(=O)(=O)c2ccc(C)cc2)c(Cl)s1 | -3 | -4 | -6 | 8 | -5 | -5 | 1 | 6 | -6
39 | CN(C)/C=N/n1cnc2ccccc2c1=O | 8 | 1 | -21 | 6 | 1 | 4 | -1 | -9 | -2
40 | O=C(CSc1ncn[nH]1)Nc1cccc2ccccc12 | 8 | 2 | -4 | 17 | 3 | 5 | 12 | 0 | 13
41 | CCCN1CCN(C(=O)c2ccccc2-c2nc3ccccc3s2)CC1 | -13 | -7 | -12 | 1 | -6 | -2 | -4 | 8 | -7
42 | Cc1ccccc1C(=O)NCC(=O)Nc1ccc(C)c(S(=O)(=O)N2CCCCCC2)c1 | 1 | 0 | 5 | -4 | -1 | 5 | 13 | 10 | -7
43 | CC1=C(C(=O)Nc2ccccc2)C(c2ccco2)C(C#N)=C(SCC(=O)Nc2cccc(C)c2C)N1 (configuration not stated) | -15 | -4 | -13 | -11 | -3 | -3 | -1 | 1 | -6
44 | O=C(NCCc1ccccc1)c1c(O)c2ccccc2[nH]c1=O | 4 | 2 | -18 | 5 | -2 | -2 | 14 | 7 | -10
45 | COc1ccc(NS(=O)(=O)c2ccc(C)c(C(=O)N(C)Cc3ccc(OC)cc3OC)c2)cc1 | -2 | -1 | -6 | 20 | 6 | 13 | 16 | 8 | 3

# Rewritten in transposed form: part of the list above.
[34] CCc1c(C)nc(N)n2c(SCC(=O)NC3CCCCC3)nnc12
[35] CCN(CC)S(=O)(=O)c1ccc(C(=O)Nc2ncn(Cc3ccccc3)n2)cc1
[36] COc1cc2sc(NC(=O)c3ccco3)nc2cc1Cl
[37] COc1ccc(CCN(C)C(=S)NC(=O)c2ccc(F)cc2Cl)cc1OC
screen / no.	34	35	36	37
LYPLA2 counter	-10	4	1	1
LYPLA1 inh	-3	0	1	1
ZTA DNA inh	-22	10	-5	2
GSTO1 counter	9	-3	0	11
PAD4 FP inh	2	-2	1	-1
PAFAH2 FP inh	-7	-2	-2	6
PREPL inh	16	-2	20	4
PAFAH1B3 FP inh	-1	-2	3	2
EBNA-1 inhibitor	-14	1	4	0

# Further structures:
no. | structure | LYPLA2 counter | LYPLA1 inh | ZTA DNA inh | GSTO1 counter | PAD4 FP inh | PAFAH2 FP inh | PREPL inh | PAFAH1B3 FP inh | EBNA-1 inhibitor
46 | O=C1COc2ccc(C(=O)CSc3ccccc3C(=O)O)cc2N1 | 8 | -1 | 1 | 5 | 2 | -7 | 1 | -3 | 15
47 | CCOC(=O)N1CCC(N(CCN(C)C)C(=S)Nc2cccc(C)c2)CC1 | 2 | -3 | 12 | 3 | 0 | -3 | -9 | 5 | 15
48 | COc1cc(NC(=O)C2CC(c3ccccc3Cl)=NO2)cc(OC)c1OC (configuration not stated) | 3 | 0 | -5 | 7 | 6 | 1 | 12 | 10 | 3
49 | O=C(COC(=O)c1ccc[nH]c1=O)NC1CCCC1 | 6 | -2 | 12 | -1 | 0 | -2 | -5 | 0 | 9
50 | CC1CC1C(=O)OCC(=O)NC(=O)NC12CC3CC(CC(C3)C1)C2 (configuration not stated) | -1 | -2 | 8 | 17 | 1 | 7 | 1 | 1 | -3
51 | CCCC(=O)NCCCc1nc2ccccc2n1C | 1 | 0 | -4 | 6 | 1 | -1 | 2 | 7 | 7
52 | O=C(N/N=C/C=C/c1ccccc1[N+](=O)[O-])c1cc(-c2cccnc2)nc2ccccc12 | -31 | -8 | -12 | -8 | -13 | -1 | 5 | -6 | -19
